Assay outcomes from PubChem BioAssay.
14-3-3g Raf: alters human 14-3-3 gamma binding to Raf peptide; P61981; FP, 14-3-3gamma / TMR-pS259-Raf peptide binding; inhibition, % at 40 µM; 160,000 compounds, 0.19% hits; in the data active = inhibition above about 30%;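 note: 0% = protein plus tracer without compound and 100% = blank with tracer alone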
Target sequence (P61981 whole entry, looked up): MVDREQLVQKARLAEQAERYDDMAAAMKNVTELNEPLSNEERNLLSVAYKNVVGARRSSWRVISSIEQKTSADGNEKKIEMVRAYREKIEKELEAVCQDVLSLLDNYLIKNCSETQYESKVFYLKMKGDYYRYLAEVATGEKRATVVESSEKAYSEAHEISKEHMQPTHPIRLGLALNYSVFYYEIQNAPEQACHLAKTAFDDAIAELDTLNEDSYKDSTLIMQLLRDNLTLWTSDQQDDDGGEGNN
Active calls of the source: *; & = joins results of further samples. These rows are one share of the data; count on the stated rates, not on these rows.

canonical_smiles	14-3-3g Raf
Cc1ccc(NC(=O)c2ccc(-c3cccc(Cl)c3C)o2)c([N+](=O)[O-])c1	-18.5
O=C(Nc1ccc2c(c1)OCO2)OCc1ccccc1	-1.9
CC(C)NC(=O)c1ccc2c(c1)N(Cc1ccccc1)C(=O)CS2	-2.6
O=C(NCc1ccccc1)c1cc2n(n1)C(C(F)(F)F)CC(c1ccccc1)N2 (stereo unspecified)	-2.8
O=C(c1ccccc1CCc1ccccc1)N1CCN(c2ccccn2)CC1	-6.3
COc1ccc(CCNC(=O)C2c3ccccc3C(=O)N2Cc2ccccc2Cl)cc1OC (stereo unspecified)	-6.7
COCCCn1c(CCC(=O)O)ccc1-c1cccs1	-16.2
COC(=O)c1cc(C(=O)NCC2CCCO2)cc([N+](=O)[O-])c1 (stereo unspecified)	-3.9
CCOc1cc(C(=O)NCc2ccncc2)cc(OCC)c1OCC	2.9
O=C(Nc1nccs1)c1cc2ccccc2oc1=O	-6.1
COc1cc(C2C3=C(CC(C)(C)CC3=O)NC3=C2C(=O)CC(C)(C)C3)ccc1O	-4.5
C=C(C)COc1ccc(-c2[nH]ncc2Oc2ccccc2OCC)c(O)c1	-2.6
CCOC(=O)N1CCC(NC(=O)CCC(=O)N2CC(C)Oc3ccccc32)CC1 (stereo unspecified)	-7.3
CCc1c(C)sc(NC(=O)c2noc3c2CCCCC3)c1C#N	-5.4
O=C(O)c1ccccc1S	-7.1
O=C(CCCCCn1c(=O)[nH]c2ccccc2c1=O)N1CCN(Cc2ccc3c(c2)OCO3)CC1	6.1&-3.1
CCN(c1cccc(C)c1)S(=O)(=O)c1ccc2[nH]cc(C(=O)O)c(=O)c2c1	-9.8
CC(C[N+](C)(C)C)OC(N)=O (stereo unspecified)	2.4&-1.4
O=C(Nc1cccc(-c2cnc3ccccc3n2)c1)c1ccco1	-13.8
COCc1nnc(NS(=O)(=O)c2ccccc2)s1	-1.9
COc1ccccc1C(=O)Nn1c(C2CCC2)nc2ccccc2c1=O	-6.3
Cc1ccc(NS(=O)(=O)c2cccnc2)cc1Cl	-1.1
COCCn1c(=O)[nH]c2cc(C(=O)Nc3ccc(OC)c(Cl)c3)ccc2c1=O	-3.6
CCOc1ccc(N2C(=O)c3ccccc3NC2c2ccccc2Cl)cc1 (stereo unspecified)	-6.0
CCc1ccc(C2C(C(=O)OCCOC)=C(C)NC3=C2C(=O)CC(c2ccccc2)C3)cc1 (stereo unspecified)	2.5
CCCNC(=O)c1ccc2c(c1)nc(C)n2-c1cccc(Cl)c1	-4.4
CCOC(=O)c1c(-c2ccc([N+](=O)[O-])cc2)csc1NC(=O)c1ccccc1	-11.7
Cc1sc2ncnc(Nc3ccc(Oc4ccccc4)cc3)c2c1S(=O)(=O)N1CCC(C)CC1	-5.9
CCCNC(=O)c1ccc(N2CC3CC(C2)c2cccc(=O)n2C3)c(NS(=O)(=O)c2ccc(F)cc2)c1 (stereo unspecified)	-1.8
COC(=O)c1c(C)[nH]c(C)c1-c1cccc([N+](=O)[O-])c1	-8.1

The final two entries of the part above open the next one.
canonical_smiles	14-3-3g Raf
CCCNC(=O)c1ccc(N2CC3CC(C2)c2cccc(=O)n2C3)c(NS(=O)(=O)c2ccc(F)cc2)c1 (stereo unspecified)	-1.8
COC(=O)c1c(C)[nH]c(C)c1-c1cccc([N+](=O)[O-])c1	-8.1
Cc1ccc(C23CC4CC(CC(CN=Cc5ccc([N+](=O)[O-])cc5)(C4)C2)C3)cc1	-5.1
Cc1ccc(CNS(=O)(=O)c2ccc(F)cc2)cc1	6.2
CCC=Nc1c(C)n(C)n(-c2ccccc2)c1=O	-2.9
Cn1c(=O)[nH]c(=O)c2c1nc(SCC(N)=O)n2CCc1ccccc1	-0.4
O=C(Cc1ccc(Cl)cc1)Nc1cccc(-c2nc3ccccc3o2)c1	-129.2
O=C(CSc1nc2ccccc2c(=O)n1CC1COc2ccccc2O1)c1ccc(F)cc1 (stereo unspecified)	2.3
CCC1Oc2ccccc2N(CC(=O)NCCCN2CCC(C)CC2)C1=O (stereo unspecified)	-1.8&1.6
CCOC(=O)c1[nH]c2c(c1C)C(=O)CC(c1ccc(Cl)cc1)C2 (stereo unspecified)	4.2
OCCC1CCCCN1c1ncnc2c1c(-c1ccccc1)cn2-c1ccc(Br)cc1 (stereo unspecified)	-0.8
NS(=O)(=O)c1ccc(NC(=O)C2c3ccccc3Oc3ccccc32)cc1	-13.8
N#CCOc1ccc(C2Nc3ccccc3S(=O)(=O)N2Cc2ccccc2)cc1 (stereo unspecified)	-4.1
O=C(CN(Cc1ccccc1)C(=O)c1ccc2c(c1)OCCO2)NCc1ccc2c(c1)OCO2	-8.2
FC(F)Oc1cccc2cccnc12	0.5
CCOc1ccc2c(c1)sc(=NC(=O)c1ccc(S(=O)(=O)N(CC)CC)cc1)n2CC	-5.0
O=C(c1ccc(S(=O)(=O)N2CCCC2)cc1)N1CCN=C1SCc1cccc(C(F)(F)F)c1	-9.3
Cc1cc(C)cc(NC(=O)CSc2oc(-c3cccs3)nc2S(=O)(=O)c2ccc(Cl)cc2)c1	-112.6
O=C(CSc1nnc(CCc2nc3ccccc3[nH]2)n1-c1ccccc1)NCc1ccco1	-3.7
NC(=O)CC12CC3CC(C1)CC(CC(N)=O)(C3)C2	-5.2
O=C(CSc1nnc2c(n1)-c1cccc3cccc-2c13)Nc1ccccc1[N+](=O)[O-]	-14.8
NC(=O)CSc1ncc(-c2ccc(Cl)cc2)[nH]1	-2.3
CCOC(=O)Cc1csc(NC(=O)CSc2nnc(-c3ccc(F)cc3)o2)n1	-1.0
COc1ccc(OCCSc2nnnn2C2CCCCC2)cc1	7.1&-11.1
CCOC(=O)C1=C(C(=O)OCC)SC(=C2C(=S)C(C)(C)Nc3cc(C)ccc32)S1	-0.1
CC(C)CCNC(=O)NC(=O)CSc1nnc(-c2ccccc2F)n1N	1.3
CCOC(=O)c1ccccc1NC(=O)COc1ccc(C(C)C)cc1	0.9
Oc1c(I)cccc1C=Nc1ccc2oc(-c3cccc(Br)c3)nc2c1	-35.9
C=CCOc1ccc(C(=O)Nc2ccccn2)cc1	0.9
O=C(Cn1c(=O)n(CC2CCCO2)c(=O)c2ccccc21)N1CCN(c2ccccc2)CC1 (stereo unspecified)	-3.1
S=C1SCN(Cc2ccccn2)CN1Cc1ccco1	-3.0&-26.9
COc1ccccc1N1CCN(CC(O)COc2cc(C)ccc2C(C)C)CC1 (stereo unspecified)	-0.9

(next part)
mol	14-3-3g Raf
O=C(CC1(O)C(=O)Nc2ccc(Br)cc21)c1cccs1 (stereo unspecified)	6.9
S=c1nc2ccccc2c2nc(Cc3ccccc3)[nH]n12	0.6
O=C(Cn1c2ccccc2n2nc(-c3ccco3)nc12)c1ccc(Br)cc1	-53.3
O=C(CCCn1c(=S)[nH]c2cc3c(cc2c1=O)OCO3)N1CCN(Cc2ccc3c(c2)OCO3)CC1	-11.2
Cc1ccc(-n2nc(C(=O)Nc3ccc(C)cc3Cl)c3c4ccccc4n(C)c3c2=O)cc1	-3.0
O=C1CC(c2ccccc2)CN1C(=O)c1ccccc1 (stereo unspecified)	-19.1
CCCCC1CC1C(=O)Nc1ccc(OC)c(OC)c1 (stereo unspecified)	-4.8
O=C(NC1CC1)c1ccc(Cn2c(SCC(=O)N3CCCc4ccccc43)nc3ccccc3c2=O)cc1	-28.0
O=C(COc1ccccc1Cl)NC(=O)NC1CCCC1	3.8
O=[N+]([O-])c1cccc(CSc2nc3ccccc3[nH]2)c1	5.8
COc1ccc(-c2nc3scc(-c4ccccc4)n3n2)cc1	-2.0
COc1ccc(-c2cc(C(F)(F)F)n3ncc(C(=O)Nc4cccc(C(C)=O)c4)c3n2)cc1OC	-5.0
Cc1c(C(=O)Nc2ccc(N3CCOCC3)cc2)oc2ccccc12	-0.4
COc1ccc(-n2nc3c(c2NC(=O)c2ccccc2C(F)(F)F)CS(=O)C3)cc1 (stereo unspecified)	-9.8
CCN(CC)C(=O)CN1CCN(c2ncccn2)CC1	-1.0
COc1ccc(OC)c(NC(=O)C2=C(C)NC(=O)NC2c2ccc(O)cc2)c1 (stereo unspecified)	0.9
COc1ccc(C2C(C(=O)Nc3ccc(Br)cn3)=C(C)NC3=C2C(=O)CCC3)c(OC)c1 (stereo unspecified)	-6.5
O=C1CCCc2oc3ccc(NS(=O)(=O)c4ccc(Br)cc4)cc3c21	6.2
COc1cc(NC(=O)c2ccco2)c(OC)cc1NC(=O)CCC(=O)Nc1cccc(C)c1C	-3.2
Cc1cc(C(=O)Nc2nnc(C(F)(F)F)s2)no1	-6.8
CCCCn1c(C)cc(=S)cc1C	-5.2
C=CCn1c(SCC(=O)Nc2sc3c(c2C#N)CCC3)nc2sc3c(c2c1=O)CCC3	-123.8
COc1cccc(C2C(C(=O)Nc3nc4ccc(Br)cc4s3)=C(C)NC3=C2C(=O)CC(C)(C)C3)c1OC (stereo unspecified)	-12.9
COc1ccccc1NC(=O)c1cc(S(=O)(=O)NCc2ccccc2)ccc1F	-6.8
Cc1nc(SCC(=O)NCc2ccccc2)c2c(=O)n(C)c(=O)n(C)c2n1	2.3
C=CCc1c(C)nc(SCCC)[nH]c1=O	4.2&6.2
FC(F)Oc1cc(Cl)ccc1C1=CC(c2ccc(Cl)cc2)n2nnnc2N1 (stereo unspecified)	-2.3
CCCn1c(SCC(=O)Nc2nnc(CC)s2)nc2c1c(=O)n(C)c(=O)n2C	-1.8
COc1ccccc1NC(=O)C1=C(C)Nc2nc3ccccc3n2C1c1cccs1 (stereo unspecified)	-9.4
Cc1ccc2[nH]c(SCC(=O)N3CCOCC3)nc2c1C	-8.2
S=C1NCCN(c2ccccc2)N1	-1.6
CCC(=O)N1CCc2cc(S(=O)(=O)NCCC(=O)N3CCc4ccccc4C3)ccc21	-7.9
O=C(Nc1c(-c2ccc(F)cc2)nc2ccccn12)C1CCCCC1	-4.5
O=C(CSc1nc2c(cnn2-c2ccccc2)c(=O)[nH]1)Nc1cc(C(F)(F)F)ccc1Cl	5.2
CCN(c1ccccc1)S(=O)(=O)c1ccc2[nH]cc(C(=O)O)c(=O)c2c1	-3.6
CC(C)c1ccc(C2NC(=S)NC3=C2C(=O)CCC3)cc1 (stereo unspecified)	1.9
CCc1cccc(CC)c1NS(=O)(=O)c1ccc2c(c1)CCN2C(=O)C1CC1	-4.5
CN(C)C(=O)N1CCC(C(=O)NCc2ccccc2Cl)CC1	-0.6&6.1
CN(C)c1ccc(C(=O)C(=O)c2ccccc2)cc1	-2.8
O=C1c2ccccc2C(=O)N1CCC1=CCCCC1	-1.6
CC1CC(C)CN(C(=O)CSCC(=O)Nc2nc(-c3cccs3)cs2)C1 (stereo unspecified)	-8.7
COc1cc(C2Oc3ccccc3C3CC(c4ccccc4)=NN32)ccc1OC(C)=O (stereo unspecified)	-9.3
O=C(Nc1cccc(C(F)(F)F)c1)c1ccc(F)c(S(=O)(=O)N2CCc3ccccc32)c1	-14.9
COC(=O)c1ccc(OCc2ccc(F)cc2)cc1	-6.1
Cc1csc(SCC(=O)NC(=O)NCc2ccccc2)n1	-3.0
CN1CCc2c(sc3c2C(=O)NC(c2cc4c(cc2Cl)OCO4)N3)C1 (stereo unspecified)	-8.2
c1coc(-c2nc3cc4ccccc4cc3nc2-c2ccco2)c1	-119.9
CN(C)S(=O)(=O)NCc1ccc2c(c1)OCO2	4.5
O=C(CN1C2=NCCN2c2ccccc21)c1ccc(Br)cc1	0.7&6.9
CC1=C(C(=O)OCc2ccccc2)C(c2ccc(F)cc2)C2=C(CC(c3cccs3)CC2=O)N1 (stereo unspecified)	2.0
NC(=O)CC1SC(=O)N=C1N (stereo unspecified)	7.6
COc1ccc(C2CC(c3cccc(OC)c3OC)n3nnnc3N2)cc1 (stereo unspecified)	-3.8
COC(=O)C1(S(=O)(=O)c2ccc(C)cc2)CCOCC1	-1.0&-4.9
O=C(C1CCC(CNS(=O)(=O)c2cccs2)CC1)N1CCN(c2ccc(Cl)cc2)CC1 (stereo unspecified)	-45.4
O=C(CSc1nc2ccccc2s1)Nc1ccc(Br)cc1	-8.2
CCc1nnc(NC(=O)CC(=O)Nc2ccccc2C(=O)O)s1	-6.6
CCOC(=O)Cc1csc(NC(=O)c2cc3nc(-c4ccc(Cl)cc4)cc(C(F)(F)F)n3n2)n1	-13.3
Cc1cc(C(=O)NC(C)c2ccncc2)cs1 (stereo unspecified)	3.8
CCn1c(C(O)c2ccc(OCc3ccccc3)c(OC)c2)nc2ccccc21 (stereo unspecified)	-9.4
CCCC(CCC)C(=O)O	-1.4

Random excerpt: 6 entries already listed
mol	14-3-3g Raf
O=C(C1CCC(CNS(=O)(=O)c2cccs2)CC1)N1CCN(c2ccc(Cl)cc2)CC1 (stereo unspecified)	-45.4
CCCC(CCC)C(=O)O	-1.4
Cc1cc(C(=O)NC(C)c2ccncc2)cs1 (stereo unspecified)	3.8
CC1=C(C(=O)OCc2ccccc2)C(c2ccc(F)cc2)C2=C(CC(c3cccs3)CC2=O)N1 (stereo unspecified)	2.0
NC(=O)CC1SC(=O)N=C1N (stereo unspecified)	7.6
COC(=O)C1(S(=O)(=O)c2ccc(C)cc2)CCOCC1	-1.0&-4.9

Next section.
mol	14-3-3g Raf
O=C1C(Nc2ccc(I)cc2)=C(N2CCCCC2)C(=O)c2ccccc21	-3.9
O=C(CSCCc1ccccn1)Nc1ccc(Br)cc1	-20.1
Cc1cccc(-n2nnnc2C(c2ccccc2)N2CCOCC2)c1 (stereo unspecified)	4.0
O=C(CSc1nnc(CNc2ccc(F)cc2)o1)N1CCCc2ccccc21	-5.2
CCOC(=O)c1c(-c2ccccc2)oc2ccc(O)c(CN3CCOCC3)c12	-3.3
CCCCCc1ccc(-c2ccc(-c3ncc([N+](=O)[O-])cn3)cc2)cc1	-3.2

Three of the compounds above, with values ahead of the structure.
| 14-3-3g Raf | SMILES |
| --- | --- |
| -3.9 | O=C1C(Nc2ccc(I)cc2)=C(N2CCCCC2)C(=O)c2ccccc21 |
| -20.1 | O=C(CSCCc1ccccn1)Nc1ccc(Br)cc1 |
| 4.0 | Cc1cccc(-n2nnnc2C(c2ccccc2)N2CCOCC2)c1 (stereo unspecified) |
